Screens deposited in PubChem BioAssay by Small Molecule Screening Facility, UW Madison.
RMI FANCM FP – blocks RMI1/RMI2 complex binding to FANCM MM2 peptide. 0.58% of 70,000 active. FP signal (polarization) at 33 µM. Fluorescence polarization, RMI core complex with F-MM2 peptide; hits give low values. AID 1159607; in the data active = FP signal below about 40; also: inactives centre near 61; strong numbers were not always called active; unit not given here
Numbers without * were called inactive; & = joins results of further samples. The list is partial, so the mix of outcomes need not match the whole.

SMILES | RMI FANCM FP
CCOc1ccc(NC(=O)CSC2=NCCS2)cc1 | 61
CCOc1ccc(-n2ccn3c(CC(C)CC(=O)NCc4ccccc4Cl)nnc3c2=O)cc1 (stereo unspecified) | 65
CCOc1ccc(-c2nnc(NC(=O)c3cc(C)oc3C)o2)cc1 | 67
CC(=O)Nc1nc(SCC(=O)Nc2nnc(C)s2)[nH]c(=O)c1NC(=O)c1ccc(F)cc1 | 58
O=C(Nc1ccc2c(c1)N(C(=O)C1CC1)CC2)c1c(F)cccc1Cl | 66
CSc1cccc(NC(=S)Nc2cccc(SC)c2)c1 | 54
CCc1cccc(OCC(O)Cn2c(N=Nc3c(O)[nH]c(=O)[nH]c3=O)nc3c2c(=O)[nH]c(=O)n3C)c1 (stereo unspecified) | 65
CS(=O)(=O)c1ccc(CC(=O)Nc2nnc(-c3ccccc3Cl)o2)cc1 | 53
CCC(=O)Nc1ccc(SCC(=O)Nc2ccc(F)cc2)nn1 | 70
Cc1cccc(NC(=O)Cn2nc(C3CC3)c3cnn(-c4ccccc4)c3c2=O)c1 | 100

Part of the list above in another layout.
smiles,RMI FANCM FP
CC(=O)Nc1nc(SCC(=O)Nc2nnc(C)s2)[nH]c(=O)c1NC(=O)c1ccc(F)cc1,58
O=C(Nc1ccc2c(c1)N(C(=O)C1CC1)CC2)c1c(F)cccc1Cl,66
CSc1cccc(NC(=S)Nc2cccc(SC)c2)c1,54
CCc1cccc(OCC(O)Cn2c(N=Nc3c(O)[nH]c(=O)[nH]c3=O)nc3c2c(=O)[nH]c(=O)n3C)c1 (stereo unspecified),65
CS(=O)(=O)c1ccc(CC(=O)Nc2nnc(-c3ccccc3Cl)o2)cc1,53
CCC(=O)Nc1ccc(SCC(=O)Nc2ccc(F)cc2)nn1,70
Cc1cccc(NC(=O)Cn2nc(C3CC3)c3cnn(-c4ccccc4)c3c2=O)c1,100

(listing goes on)
SMILES | RMI FANCM FP
CC(C)c1nc(SCC(=O)N2CCCC2)c2c(=O)n(C)c(=O)n(C)c2n1 | 73
COc1ccccc1N1CCN(CCNC(=O)c2cc3ccccc3oc2=O)CC1 | 63
COc1cccc(C(=O)Nc2ccc3c(c2)CN(C(=O)C(C)C)CC3)c1 | 68
CCN(CC)CC(=O)NN1CC(=O)N(c2cccc(Cl)c2)CC1=O | 62
COc1cc(O)ccc1C(C)=O | 56
Cn1c(=O)[nH]c(=O)c2c1nc(NC1CCCCC1)n2CC(O)c1ccccc1 (stereo unspecified) | 55
NC(=O)Cn1nc(C2CC2)c2cnn(-c3cccc(Cl)c3)c2c1=O | 68
O=C1c2ccccc2NC(c2ccccc2)N1CCCN1CCOCC1 (stereo unspecified) | 61
O=C(CC(=O)N/N=C\c1ccco1)N/N=C\c1ccco1 | 61
COc1ccc(N2CC(NC(=O)Nc3cccc(Cl)c3C)CC2=O)cc1OC (stereo unspecified) | 71

Five entries picked at random from those above, as already listed:
SMILES | RMI FANCM FP
CCN(CC)CC(=O)NN1CC(=O)N(c2cccc(Cl)c2)CC1=O | 62
CC(C)c1nc(SCC(=O)N2CCCC2)c2c(=O)n(C)c(=O)n(C)c2n1 | 73
NC(=O)Cn1nc(C2CC2)c2cnn(-c3cccc(Cl)c3)c2c1=O | 68
COc1ccccc1N1CCN(CCNC(=O)c2cc3ccccc3oc2=O)CC1 | 63
Cn1c(=O)[nH]c(=O)c2c1nc(NC1CCCCC1)n2CC(O)c1ccccc1 (stereo unspecified) | 55

(cont.)
SMILES | RMI FANCM FP
CCCCNC(=O)O/N=C(/N)CS(=O)(=O)C(C)(C)C | 54
COC(=O)Cn1c(=NC(=O)c2ccnn2C)sc2cc(S(N)(=O)=O)ccc21 | 73
CCOC(=O)Cn1c(=NC(=O)c2ccccc2[N+](=O)[O-])sc2cc(NC(C)=O)ccc21 | 62
COc1cc2nc(N(CCN(C)C)C(=O)c3cccc(N4C(=O)CCC4=O)c3)sc2cc1OC | 76
O=Nc1cc(CN2CCOCC2)c(O)c2ncccc12 | 59
Cc1nnc2ccc(OCCNS(=O)(=O)c3ccc(OC(F)(F)F)cc3)nn12 | 67
COc1ccc(N2CCN(c3ncnc4c3cnn4CCNC(=O)c3cc(C)on3)CC2)cc1 | 63
CS(=O)(=O)c1ccc2nc(NC(=O)c3cc(-c4ccccc4)nc4ccccc34)sc2c1 | 51
CC(C)C(=O)Nc1nsc(-c2ccc(Cl)cc2)n1 | 72
O=C(COc1ccc(Cl)cc1Cl)N/N=C\c1ccc([N+](=O)[O-])cc1 | 56
CCCCCN=C(N)C(Cl)(Cl)Cl | 64
Cc1ccc(-c2ccc(=O)n(CCNC(=O)NCc3ccccc3)n2)cc1 | 68
CCCCC(=O)Nc1nnc(-c2ccno2)o1 | 64
COc1ccccc1NC(=O)NCC(c1ccsc1)N(C)C (stereo unspecified) | 69
CCc1ccccc1NC(=O)CSC1CC(=O)N(c2ccc(C(=O)OC)cc2)C1=O (stereo unspecified) | 56
CC(=O)NC(C(=O)O)C(C)(C)SN=O (stereo unspecified) | 55
O=C(O)CCCC[C@@H]1CCSS1 | 57
COc1cccc(C(=O)N(CCn2nc(C)cc2C)c2nc3ccccc3s2)c1OC | 61
O=C(Nc1ccncc1NC(=O)c1ccc([N+](=O)[O-])s1)c1ccc([N+](=O)[O-])s1 | 61
CC(C)(C)NS(=O)(=O)c1ccc2c(c1)Cc1cc(S(=O)(=O)NC(C)(C)C)ccc1-2 | 61
CSc1nn(CC(=O)Nc2cc(Cl)ccc2C)c(N)c1-c1nc(-c2ccc3c(c2)OCO3)no1 | 77&166
Cc1nc2c(ccc3nc(Nc4nc5ccc(Cl)cc5s4)sc32)s1 | 84
CCOc1ccc(-n2c(=O)c3cc4c(=O)n(-c5ccc(OCC)cc5)c(=O)c4cc3c2=O)cc1 | 51
N=C1SC(c2ccccc2)CC(=O)N1c1ccccc1 (stereo unspecified) | 63
Cn1c(SCC(=O)c2ccc(Cl)cc2)nnc1-c1cccc(S(=O)(=O)N2CCCCC2)c1 | 63
O=C(Cn1nc2n(c(=O)c1=O)CCN2c1ccccc1)N1CCC(Cc2ccccc2)CC1 | 57
CCOC(=O)C(=CNNC(=O)C1C2C=CC(C2)C1C(=O)O)C(=O)OCC (stereo unspecified) | 53
COC(=O)CSc1nc2c(c(-c3cccs3)c1C#N)CC/C2=C/c1cccs1 | -57
O=C(Nc1ccccc1-c1nc2ccccc2s1)c1ccc([N+](=O)[O-])o1 | 68
COCCn1c(=S)[nH]c2cc(C(=O)NCCc3ccc(Cl)cc3)ccc2c1=O | 60
O=C(Cc1cn(Cc2ccccc2)c2ccccc12)N1CCCC1 | 65
Cc1c(S(=O)(=O)CCNC(=O)Nc2ccccc2Cl)c2ccccc2n1C | 54
Cc1[nH]nc2c1C(=O)CC(C)(C)C2 | 56
COC(=O)c1ccc(CSc2nnc(NC(=O)Nc3ccc(F)cc3)s2)o1 | 54
COC(=O)c1ccc(C2C(S(=O)(=O)c3ccc(C)cc3)=C(O)C(=O)N2c2ccc(F)cc2)cc1 (stereo unspecified) | 60
COC(=O)c1ccc(/C=N\n2cnnc2)cc1 | 61
Cc1oc(-c2cccc(C(F)(F)F)c2)cc1C(=O)Nc1ccc(S(N)(=O)=O)cc1 | 64
O=C1/C(=C/c2ccncc2)COc2ccccc21 | 55
Cc1ccc(C(=O)Nc2nc3c(s2)CCC3C(=O)Nc2ccc(F)c(F)c2)cc1 (stereo unspecified) | 64
CC(=O)N1CCc2ccc(NS(=O)(=O)Cc3ccccc3F)cc2C1 | 69
CN(C)CCCNC(=O)C(=O)Nc1ccccc1F | 65
Cc1ccc(SCCCC(=O)Nc2nc3ccc4sc(C)nc4c3s2)cc1 | 95
CSc1ccccc1NC(=O)c1ccc(S(C)(=O)=O)cc1 | 64
O=C(COc1ccc(Cl)cc1)NCc1ccsc1 | 65
COc1ccc(CNC(=O)N2CCCCC2)c(OC)c1 | 63
Cc1ccc(S(=O)(=O)OCC(NC(=O)OC(C)(C)C)C(=O)OCc2ccccc2)cc1 (stereo unspecified) | 62
Cc1ccc(S(=O)(=O)c2nc(/C=C3\SC(=S)N(C)C3=O)oc2N2CCOCC2)cc1 | 59
O=C1Nc2ccc(Cl)cc2[C@@](C#CC2CC2)(C(F)(F)F)O1 | 58
Cc1nc2c(sc3cccc(F)c32)c(=O)n1CC(=O)NCc1ccc(Cl)cc1 | 117
CCOc1ccccc1NC(=O)NCC(c1ccsc1)N1CCCC1 (stereo unspecified) | 62

The final seven records of the part above come first, to join the parts.
SMILES | RMI FANCM FP
O=C(COc1ccc(Cl)cc1)NCc1ccsc1 | 65
COc1ccc(CNC(=O)N2CCCCC2)c(OC)c1 | 63
Cc1ccc(S(=O)(=O)OCC(NC(=O)OC(C)(C)C)C(=O)OCc2ccccc2)cc1 (stereo unspecified) | 62
Cc1ccc(S(=O)(=O)c2nc(/C=C3\SC(=S)N(C)C3=O)oc2N2CCOCC2)cc1 | 59
O=C1Nc2ccc(Cl)cc2[C@@](C#CC2CC2)(C(F)(F)F)O1 | 58
Cc1nc2c(sc3cccc(F)c32)c(=O)n1CC(=O)NCc1ccc(Cl)cc1 | 117
CCOc1ccccc1NC(=O)NCC(c1ccsc1)N1CCCC1 (stereo unspecified) | 62
O=C(Oc1ccccc1-c1nnco1)c1ccc(Cl)cc1 | 55
COc1ccc(OC)c(-c2nnc(NC(=O)c3ccnn3C)o2)c1 | 72
Cc1ccn2c(=O)c(NC(=O)C(C)Oc3ccc(C)c(C)c3)c(C)nc2c1 (stereo unspecified) | 70
COc1ccc(CCn2c(=O)c3ncccc3n(Cc3cccc(F)c3)c2=O)cc1OC | 56
O=C(CCCS(=O)(=O)Cc1ccccc1)Nc1ccc(F)cc1 | 64
Cc1nc(-n2nc(-c3ccco3)cc2NC(=O)c2cccs2)[nH]c(=O)c1C | 46
COCc1c(Br)c(C)nc(OCC(=O)N/N=C\c2cc(Cl)ccc2O)c1C#N | 69
CCOC(=O)Nc1ccc2c(c1)CCCN2C(C)=O | 52
O=C(N=Nc1c(O)[nH]c2c(Cl)cc(Cl)cc12)c1ccccc1O | 60
CCn1c(O)c(N=NC(=O)CCCCCC(=O)N=Nc2c(O)n(CC)c3ccccc23)c2ccccc21 | 45
CCCN(CCC)S(=O)(=O)c1ccc(C(=O)NNC(=S)Nc2cccc(OC)c2)cc1 | 46
N#Cc1c2c(c(NCc3ccccc3)n3c1nc1ccccc13)CCCC2 | 141
C#CC(CC)(CC)NC(=O)COc1cc(Cl)c(Cl)cc1Cl | 56
O=C(NC1CCS(=O)(=O)C1)C1CCCO1 (stereo unspecified) | 51
CS(=O)(=O)N1CCC(c2nnc(C3CC3)s2)CC1 | 59
CCOC(=O)c1sc(N)c(C(=O)OCC)c1C | 60
S=C(NCc1ccco1)Nc1cccc2ccccc12 | 48
COc1ccc(Cl)cc1C(=O)NCC(c1cccs1)N1CCc2ccccc21 (stereo unspecified) | 49
Cc1ccc(C)c(C(=O)/C=C/C=C/c2ccccc2)c1 | 59
O=C(Cc1csc(Nc2cccc(Cl)c2)n1)NCc1ccccc1 | 65
CCOC(=O)C1CCN(C(=O)c2cc(C)n(C(C)(C)C)n2)CC1 | 63
O=C(NCc1ccsc1)C1(c2ccccc2)CCOCC1 | 70
Cc1ccc(N2CC(NC(=O)Nc3ccc(Br)cc3F)CC2=O)cc1 (stereo unspecified) | 60
O=C(Nc1ccccc1F)N1CCN(c2ccc(-c3ccc(F)cc3)nn2)CC1 | 69
O=C(NC(=S)N1CCOCC1)c1ccc(F)cc1F | 55
Cc1ccc2c(c1)C(N1CCN(C)CC1)=Nc1cccnc1N2 | 66
O=C1CSC(=O)N1CCBr | 60
Cc1nc2scc(-c3ccc(F)cc3)c2c(=O)n1/N=C\N(C)C | 73
COc1cc(-c2oc3cc(O)ccc3c(=O)c2O)cc(OC)c1OC | 54
Cc1cc(-c2nnc(NC(=O)c3ccc([N+](=O)[O-])s3)o2)n(C)n1 | 67
COc1ccc(C)c2sc(N(CCCN(C)C)C(=O)/C=C/c3ccc([N+](=O)[O-])s3)nc12 | 91
Cc1nn(C2CCS(=O)(=O)C2)c2nc(-c3ccccc3)cc(C(=O)NCc3ccccn3)c12 (stereo unspecified) | 68
CCCCOc1ccc(NC(=O)NCC(c2ccsc2)N2CCOCC2)cc1 (stereo unspecified) | 65
COc1ccc(-n2c(-c3cc(-c4ccccc4)sc3N)n[nH]c2=S)cc1 | 52
N/C(CN1CCSCC1)=N/OC(=O)c1cccs1 | 61
CCc1ccc(N2C(=O)C3N=NN(c4ccc(Br)c(C)c4)C3C2=O)cc1 (stereo unspecified) | 69
O=C(NCCOc1ccc2nnc(-c3ccccc3)n2n1)c1cccc2ccccc12 | 71
CCC(C)c1ccc(Cn2c(CO)nc3ccccc32)cc1 (stereo unspecified) | 53
COC(=O)C1=C(C)NC(SCC(=O)Nc2cccc(C)c2)=C(C#N)C1c1ccccc1F (stereo unspecified) | 70
NS(=O)(=O)c1cc2c(cc1C(F)(F)F)NCNS2(=O)=O | 53&64&54&62
CC(C)(C)C1CCc2c(sc3nc(CCC(=O)NCCc4c[nH]c5ccccc45)[nH]c(=O)c23)C1 (stereo unspecified) | 63
CCc1ccc(-c2ccc(C(=O)Oc3ccc4cc(Br)ccc4c3)cc2)nc1 | 56
CCOC(=O)C1CCN(C(=O)Cc2cc(-c3ccc(Cl)cc3)on2)CC1 | 76
O=C(C1CCCCN1S(=O)(=O)c1ccc(Cl)s1)N1CCCCC1 (stereo unspecified) | 55
CCOC(=O)c1[nH]cnc1C(=O)Nc1ccc(C)cc1 | 63
CCn1c(C)cc(O)c(C(c2ccccc2F)N2CCN(C)CC2)c1=O (stereo unspecified) | 54
O=C(O)CSCC(=O)NCc1ccc2c(c1)OCO2 | 55&45
CN(C)CCNc1nc2c(Cl)cccc2s1 | 71
CSc1ccccc1C(=O)Nc1nc2ccc(F)cc2s1 | 55
CN(C)S(=O)(=O)c1ccc(C(=O)NCC(c2cccn2C)N2CCCC2)cc1 (stereo unspecified) | 64

The results go on.
SMILES | RMI FANCM FP
N#Cc1c(N)nc(SCC(=O)c2cc3ccccc3oc2=O)c(C#N)c1-c1cccs1 | 81
O=C(Cc1ccc(Cl)cc1)Nc1ccc(SCC(=O)N2CCCC2)nn1 | 64
COCCCNC(=S)N1CCN(c2ccccc2OC)CC1 | 54
Cc1ccc(C(=O)O[C@H](C(=O)O)[C@H](OC(=O)c2ccc(C)cc2)C(=O)O)cc1 | 50
O=C1CCC(c2ccccc2)C(O)=C1C=Nc1cccnc1 (stereo unspecified) | 55
N=C(N)SCCCCC(=O)O | 61
